From PubChem BioAssay
GLP-1R inv ag = qHTS of GLP-1 Receptor Inverse Agonists (Inhibition Mode); Glucagon-like peptide 1 receptor (Homo sapiens), P43220; HEK293 GLP-1R CRE-luciferase, luminescence, 24 h; GLP-1R form is constitutively active; Potency, µM (series often up to 38.3 µM), for inactives: top-dose activity change, negative = inhibition, hits mostly inhibitors; 1.6% of 410,000 active; note: potency is the fitted concentration of half-maximal effect; % is set by controls: 0 for no effect and ±100 for the full control effect; nearly all actives have a fitted effect of over 55% in size
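Cells are plated, allowed 12 hours at 37 deg C, then treated with compounds for 24 hr before luciferase detection reagent is added and luminescence is read after 12 min at room temperature. The HEK293 line carries constitutively active GLP-1R with a cAMP-responsive reporter.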
PLK1 PBD block = qHTS for Inhibitors of PLK1-PDB (polo-like kinase 1 - polo-box domain): Primary Screen | Serine/threonine-protein kinase PLK1 (Homo sapiens), P53350 | Plk1 PBD binding of FITC phosphopeptide, fluorescence polarization | Potency, µM, for the others: max response, negative = inhibition, usual class: inhibitors | 2.8% of 360,000 active; note: potency is the fitted concentration of half-maximal effect; series mostly up to about 57 µM; % is set by controls: 0 for no effect and ±100 for the full control effect; nearly all actives have a fitted effect of over 65% in size
Target sequence (P53350 whole entry, looked up, the tested form may be a part): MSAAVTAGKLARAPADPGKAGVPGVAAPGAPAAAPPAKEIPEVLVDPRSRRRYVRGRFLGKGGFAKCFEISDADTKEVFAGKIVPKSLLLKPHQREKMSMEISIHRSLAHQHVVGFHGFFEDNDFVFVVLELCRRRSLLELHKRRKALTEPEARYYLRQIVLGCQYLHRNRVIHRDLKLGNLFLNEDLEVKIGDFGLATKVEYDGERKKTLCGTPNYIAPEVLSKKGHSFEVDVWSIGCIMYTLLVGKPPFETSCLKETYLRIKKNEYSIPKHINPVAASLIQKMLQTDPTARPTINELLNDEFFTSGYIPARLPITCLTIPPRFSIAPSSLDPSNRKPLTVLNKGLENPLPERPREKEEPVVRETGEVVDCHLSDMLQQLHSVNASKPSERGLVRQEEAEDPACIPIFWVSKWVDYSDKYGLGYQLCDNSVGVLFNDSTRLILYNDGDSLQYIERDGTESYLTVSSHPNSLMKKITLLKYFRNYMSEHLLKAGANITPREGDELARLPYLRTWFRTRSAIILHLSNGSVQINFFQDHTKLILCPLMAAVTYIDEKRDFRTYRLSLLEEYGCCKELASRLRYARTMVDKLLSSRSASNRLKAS
EPAC1 agonist = qHTS for Agonist of cAMP-regulated guanine nucleotide exchange factor 3 (EPAC1): primary screen. EPAC1 agonist qHTS, biochemical assay; response scale: 100% = response to 6.5 mM cAMP. Potency, µM (top dose mostly 154 µM), for the others: top-dose activation, most hits filed as activators. 0.073% of 360,000 active. AID 720707, 2013; note: potency is the fitted concentration of half-maximal effect; nearly all actives have a fitted effect of over 60% in size
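Compounds were pinned as a concentration titration into mixtures of EPAC1 (100 nM), BODIPY-GDP-loaded Rap1B (250 nM) and GDP (50 uM). After 5 min at room temperature, fluorescence was followed for 30 min; activity was scaled to 6.5 mM cAMP.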
EPAC1 antag = qHTS for Antagonist of cAMP-regulated guanine nucleotide exchange factor 3 (EPAC1): primary screen; 0.14% of 360,000 active; Potency, µM (doses to about 115 µM), without a hit: top-dose activity change, negative = inhibition, usual class: inhibitors; EPAC1 GEF assay, Rap1b-BODIPY-GDP exchange fluorescence; AID 720709, 2013; Rap guanine nucleotide exchange factor 3 (Homo sapiens), O95398;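 note: potency is the fitted concentration of half-maximal effect; plate controls were vehicle for no effect and positive control for full effect; nearly all actives have a fitted effect of over 50% in size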
IL2 activator = qHTS of IL-2 Activators; IL-2 activation reporter assay, cell-based qHTS; stimulated with anti-CD3/CD4/CD28 beads; in transgenic mouse T cells; activation, % (series mostly up to about 46 µM); 0.065% of 360,000 active; in the data active = activation above about 50%; inconclusive = mostly about 30% to 49%; note: 0% is about no effect
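First, unstimulated transgenic mouse T cells were exposed to compound for 60 min. Next, anti-CD3/anti-CD4-coated beads with anti-CD28 were added. Finally, after 18 h at 37 degrees C, EGFP and DsRed were imaged.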
GLP1R ag = qHTS of GLP-1 Receptor Agonists | Glucagon-like peptide 1 receptor (Homo sapiens), P43220 | 0.007% of 380,000 active | Potency, µM (series often up to 45.6 µM), inactives show at the top dose activation, actives largely listed as activators | HEK293 GLP-1R CRE-luciferase, luminescence, 4-6 h; cells express a hypersensitive GLP-1R form | AID 624172, 2012; note: potency is the fitted concentration of half-maximal effect; % of control where 0% means no effect
PTHR1 agonist = qHTS for PTHR1 Agonists: Primary Screen. 0.075% of 410,000 active. Potency, µM (highest dose often 115 µM), for the others: top-dose activation, actives largely listed as activators. HEK293 GP2 PTHR1 cells, GloSensor cAMP luminescence, 1 h. Parathyroid hormone/parathyroid hormone-related peptide receptor (Homo sapiens), Q03431. AID 743266, 2014; note: potency is the fitted concentration of half-maximal effect; nearly all actives have a fitted effect of over 55% in size; some results filed as inactive show a strong effect at the top dose; inactives centre near -15; many of its hits are not listed in these tables
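HEK-293-derived GP2 cells expressing PTHR1 and a GloSensor cAMP reporter, 3,000/well, plated overnight, given luciferin plus IBMX (each 0.5 mM as added) for 1 h at 37 °C, then compound for 1 h at 37 °C. Luminescence was read after 15 min at room temperature.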
PI5P4Ka inh = qHTS for Inhibitors of phosphatidylinositol 5-phosphate 4-kinase (PI5P4K). PI5P4Kalpha enzyme, ADP-Glo luminescence, 60 min; hits give low values. AID 652105, 2013. 1.2% of 330,000 active. max response, %; active = max response of -50% or lower; inconclusive = between -30% and -50%; inactive = -30% or higher; note: value at the top dose of about 77 µM; % is set by controls: 0 for no effect and ±100 for the full control effect
Target sequence (P48426 whole entry, looked up): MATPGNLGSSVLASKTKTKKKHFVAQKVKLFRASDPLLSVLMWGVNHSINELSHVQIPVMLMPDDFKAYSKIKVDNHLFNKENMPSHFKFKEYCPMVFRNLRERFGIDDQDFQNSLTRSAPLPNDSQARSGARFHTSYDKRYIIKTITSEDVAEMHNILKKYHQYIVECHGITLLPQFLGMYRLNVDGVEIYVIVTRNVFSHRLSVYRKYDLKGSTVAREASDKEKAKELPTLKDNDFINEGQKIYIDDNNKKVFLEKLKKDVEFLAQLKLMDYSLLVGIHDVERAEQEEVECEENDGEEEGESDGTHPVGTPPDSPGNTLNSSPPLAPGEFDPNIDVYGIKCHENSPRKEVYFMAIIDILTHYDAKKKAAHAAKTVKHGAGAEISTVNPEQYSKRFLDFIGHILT
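Controls without substrate or without enzyme flank wells where PI5P4Kalpha converts substrate using 5 microM ATP (final). Incubation lasts 60 minutes at room temperature; ADP formed is read by ADP-Glo luminescence.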
GLP1R cytotox = qHTS of GLP-1 Receptor Inverse Agonists: Cytotox Screen | Potency, µM (titrated, usually from 38.3 µM), inactives show at the top dose activity change, negative = inhibition, hits mostly inhibitors | AID 624418, 2012 | HEK293 cAMP-luciferase reporter cells, luminescence, 24 h | 0.13% of 410,000 active;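 note: loss of luciferase light is scored as toxicity; potency is the fitted concentration of half-maximal effect; % is set by controls: 0 for no effect and ±100 for the full control effect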
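1536-well qHTS counterscreen of the MLSMR; 200 cells/uL, 12 h pre-incubation, 23 nL cpd, 24 h at 37 deg C 5% CO2, luciferase detection reagent, 12 min RT, luminescence. Inhibition = undesired.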
* = called active by the depositor; [ ] = remark or other dose. Unless noted, calls come from the whole dose curve; as a rule, active = well fitted curve in the direction sought with a large enough effect; inconclusive = small, poorly fitted or top-dose-only effect, or another doubt; inactive = no such curve, though single readings can be large; an effect the other way counts as inactive or inconclusive. Some of the compounds tested, so the mix of outcomes need not match the whole.

CC(C)(C)NS(=O)(=O)c1cccc(S(=O)(=O)c2cccc(S(=O)(=O)NC(C)(C)C)c2)c1 was read as GLP-1R inv ag -4.1%, PLK1 PBD block -5.4%, EPAC1 agonist 13.8%, EPAC1 antag -10.9%, IL2 activator -2.2, GLP1R ag -4.1%, PTHR1 agonist -36.2%[inhibitor] and GLP1R cytotox -19.9%.
Screening Cc1ccc(CN2CC(N3CCC(Cc4ccccc4)CC3)CS2(=O)=O)cc1 (stereo not drawn) returned GLP-1R inv ag inconclusive, PLK1 PBD block -6.9%, EPAC1 agonist 7.5%, EPAC1 antag 1.0%, IL2 activator -0.5, GLP1R ag -3.9%, PTHR1 agonist -20.0%, PI5P4Ka inh 13.1 and GLP1R cytotox 2.0%.
Screening O=CN1CCN(C2CC(=O)N(c3ccc4c(c3)OCO4)C2=O)CC1 (stereo not drawn) returned GLP-1R inv ag 24.7%, PLK1 PBD block -3.8%, EPAC1 agonist -3.5%, EPAC1 antag -4.0%, IL2 activator -5.1, GLP1R ag -8.6%, PTHR1 agonist -24.3%, PI5P4Ka inh -1.6 and GLP1R cytotox -5.2%.
`COc1ccccc1C(=O)OCC(=O)NC(=O)NC1CCCC1` gave GLP-1R inv ag -13.2%, PLK1 PBD block 0.6%, EPAC1 agonist -1.6%, EPAC1 antag -1.3%, IL2 activator -0.1, GLP1R ag -5.7%, PTHR1 agonist inactive, PI5P4Ka inh 1.5 and GLP1R cytotox -9.7%.
`O=C(NCCCN1CCOCC1)c1ccc(Cl)c([N+](=O)[O-])c1` gave GLP-1R inv ag 25.6%, PLK1 PBD block -3.6%, EPAC1 agonist -2.1%, EPAC1 antag 0.6%, IL2 activator 2.8, GLP1R ag 6.0%, PTHR1 agonist inactive, PI5P4Ka inh -7.0 and GLP1R cytotox 10.4%.
Screening CCC(C)N(NC(C)=O)c1nc(Cl)nc(NC(C)(C)C)n1 (stereo not drawn) returned GLP-1R inv ag 0.6%, PLK1 PBD block -8.0%, EPAC1 agonist -1.2%, EPAC1 antag 9.1%, IL2 activator -1.9, GLP1R ag 27.9%, PTHR1 agonist inactive, PI5P4Ka inh 2.6 and GLP1R cytotox 15.2%.
C=CCOc1cccc(C2/C(=C(/O)c3ccc(Cl)cc3)C(=O)C(=O)N2CCN2CCOCC2)c1 (stereo not drawn) was read as GLP-1R inv ag -9.1%, PLK1 PBD block -24.6%, EPAC1 agonist -1.3%, EPAC1 antag -2.7%, IL2 activator -1.8, GLP1R ag -6.3%, PTHR1 agonist inactive, PI5P4Ka inh -4.2 and GLP1R cytotox -9.0%.
Cc1cnc(C(=O)N2CCCC(C(=O)c3ccc(C(C)(C)C)cc3)C2)cn1 (stereo not drawn) was read as GLP-1R inv ag inconclusive, PLK1 PBD block -4.4%, EPAC1 agonist -8.5%, EPAC1 antag -9.1%, IL2 activator 0.1, GLP1R ag 20.2%, PTHR1 agonist inactive, PI5P4Ka inh -12.0 and GLP1R cytotox -6.3%.
Screening CCn1c(CNC(=O)c2ccccc2)nnc1SCC(=O)N1CCN(c2ccccc2)CC1 returned GLP-1R inv ag 5.5%, PLK1 PBD block -1.2%, EPAC1 agonist -1.2%, EPAC1 antag 2.6%, IL2 activator 4.9, GLP1R ag -5.2%, PTHR1 agonist inactive, PI5P4Ka inh 10.1 and GLP1R cytotox -18.4%.
Cc1ccc2c(nc3s/c(=C/c4cccs4)c(=O)n32)c1C was read as GLP-1R inv ag 4.0%, PLK1 PBD block inconclusive, EPAC1 agonist 1.1%, EPAC1 antag 0.0%, IL2 activator 2.1, GLP1R ag -15.5%, PTHR1 agonist -17.2%[57.5 µM], PI5P4Ka inh inconclusive and GLP1R cytotox 16.3%.
Cc1c(C(=O)NCc2ccco2)oc2ccccc12 was read as GLP-1R inv ag -23.0%, PLK1 PBD block 0.7%, EPAC1 agonist 7.1%, EPAC1 antag inconclusive, IL2 activator -1.2, GLP1R ag 23.6%, PTHR1 agonist -5.7%, PI5P4Ka inh -21.9 and GLP1R cytotox 2.3%.
Screening CCCN1C(=O)/C(=C/c2ccc(C)s2)SC1=Nc1ccc(OC)cc1 returned GLP-1R inv ag 1.6%, PLK1 PBD block 1.6%, EPAC1 agonist 2.1%, EPAC1 antag 18.6%, IL2 activator 0.8, GLP1R ag 8.0%, PTHR1 agonist -4.8%[57.5 µM], PI5P4Ka inh 15.0 and GLP1R cytotox -4.0%.
Screening O=C(NCCc1ccccc1)c1ccc(NC2=NC3CS(=O)(=O)CC3S2)cc1 (stereo not drawn) returned GLP-1R inv ag -12.4%, PLK1 PBD block -15.8%, EPAC1 agonist 12.3%, EPAC1 antag -8.0%, IL2 activator -3.3, GLP1R ag 4.7%, PTHR1 agonist -16.3%, PI5P4Ka inh 5.5 and GLP1R cytotox 13.0%.
Screening CCc1nc2c(OCC(=O)c3ccc(F)cc3)cccn2c1N(C)C(=O)c1cccs1 returned GLP-1R inv ag -29.6%, PLK1 PBD block -4.0%, EPAC1 agonist 6.6%, EPAC1 antag -4.9%, IL2 activator -0.7, GLP1R ag 6.5%, PTHR1 agonist -8.1%, PI5P4Ka inh 8.3 and GLP1R cytotox -3.2%.
COc1ccc2nc(SC(C(=O)c3ccccc3)c3ccccc3)nc(C)c2c1 (stereo not drawn) was read as GLP-1R inv ag inconclusive, PLK1 PBD block -16.1%, EPAC1 agonist 1.6%, EPAC1 antag -12.4%, IL2 activator -2.7, GLP1R ag inconclusive, PTHR1 agonist -4.7%, PI5P4Ka inh 7.1 and GLP1R cytotox 3.6%.
For COc1ccc(C(=O)NNC(=O)C2CCCO2)cc1 (stereo not drawn) the results were GLP-1R inv ag 8.9%, PLK1 PBD block 26.7µM*, EPAC1 agonist 3.3%, EPAC1 antag -1.3%, IL2 activator -0.5, GLP1R ag 0.7%, PTHR1 agonist 20.5%, PI5P4Ka inh -5.9 and GLP1R cytotox -1.9%.
For CC(=O)n1cc(CO)c2ccccc21 the results were GLP-1R inv ag 5.8%, PLK1 PBD block -5.9%, EPAC1 agonist -16.7%, EPAC1 antag -8.2%, IL2 activator -0.2, GLP1R ag 3.5%, PTHR1 agonist inactive, PI5P4Ka inh 8.3 and GLP1R cytotox 9.4%.
Screening COC(=O)CNc1nc(-c2ccncc2)nc2ccccc12 returned GLP-1R inv ag 5.8%, PLK1 PBD block 1.9%, EPAC1 agonist 5.1%, EPAC1 antag -8.0%, IL2 activator 1.4, GLP1R ag 0.1%, PTHR1 agonist inactive, PI5P4Ka inh 1.9 and GLP1R cytotox -5.0%.
Screening CCOC(=O)N1CCN(C(=S)Nc2cccc(C)c2)CC1 returned GLP-1R inv ag 5.6%, PLK1 PBD block 0.6%, EPAC1 agonist -1.3%, EPAC1 antag 5.9%, IL2 activator -2.4, GLP1R ag 8.7%, PTHR1 agonist -6.2%[57.5 µM], PI5P4Ka inh -1.6 and GLP1R cytotox -8.1%.
COc1ccc2cc3cc(C(=O)NCC4CCCO4)oc3nc2c1 (stereo not drawn) was read as GLP-1R inv ag 35.1%[activator], PLK1 PBD block -3.2%, EPAC1 agonist 7.1%, EPAC1 antag 3.8%, IL2 activator 0.0, GLP1R ag -0.8%, PTHR1 agonist -5.4%[57.5 µM], PI5P4Ka inh -1.6 and GLP1R cytotox -3.8%.
Screening C=CCNc1oc(-c2ccc(Cl)cc2)nc1C#N returned EPAC1 agonist -7.8%, EPAC1 antag -16.6%, IL2 activator -0.4, GLP1R ag -2.7% and PTHR1 agonist -10.0%.
Screening O=C(Nc1ccc(Br)cc1)c1cnc[nH]1 returned GLP-1R inv ag 11.6%, PLK1 PBD block -2.4%, EPAC1 agonist 19.8%, EPAC1 antag 1.8%, IL2 activator -3.0, GLP1R ag 6.3%, PTHR1 agonist -2.2%, PI5P4Ka inh 5.1 and GLP1R cytotox 0.4%.
Screening COc1cccc(NC(=O)c2nnn(Cc3ccc(OC)c(Br)c3)c2N)c1 returned GLP-1R inv ag -0.5%, GLP1R ag 0.8%, PTHR1 agonist -51.2%[inhibitor] and GLP1R cytotox -10.3%.
CCCn1c(C(C)Nc2nc(-c3ccc(C)cc3)cs2)nc2ccccc21 (stereo not drawn) was read as GLP-1R inv ag 11.2µM*, PLK1 PBD block -14.4%, EPAC1 agonist 2.7%, EPAC1 antag -14.8%, IL2 activator 2.7, GLP1R ag 6.0%, PTHR1 agonist 16.4%, PI5P4Ka inh -3.7 and GLP1R cytotox inconclusive.
`COc1cc2cc(Oc3ccc4ccc(=O)oc4c3)c(=O)oc2cc1O` gave GLP-1R inv ag 0.2%, PLK1 PBD block -2.8%, EPAC1 agonist 79.4µM*, EPAC1 antag 50.1µM*, IL2 activator 0.2, GLP1R ag 0.2%, PTHR1 agonist 1.3%, PI5P4Ka inh 1.0 and GLP1R cytotox -3.8%.
